# Screening data as filed in PubChem.
# TR SRC2 fluor cs = alters Texas Red total fluorescence, flagging assay interference; 0.29% of 280,000 active; TRb/SRC2 Texas Red total fluorescence interference; Potency, µM (doses to about 106 µM), for inactives: at the highest dose fluorescence change, negative = quenching; active = well fitted curve in either direction with a large enough effect; inconclusive = small, poorly fitted or top-dose-only effect
#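 Flags fluorescent or light-absorbing compounds by total fluorescence, S + 2P, at 555 nm excitation and 632 nm emission. Mixture: 20 nM Texas Red SRC2 peptide, 0.6 uM human TRb LBD, 1 uM T3, 5% DMSO; compound exposure 5 h at ambient temperature.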
# Tau ThT inhib = inhibitors of human tau fibril formation, thioflavin T binding. P10636. recombinant tau K18 P301L, heparin-induced fibrillization, ThT fluorescence. Potency, µM (titrated, usually from 57.4 µM), for inactives: at the top dose activity, negative = inhibition, usual class: inhibitors. 2.1% of 270,000 active. AID 1460; note: nearly all actives have a fitted effect of over 55% in size
# Target sequence (P10636 561-689 P618L limits assumed): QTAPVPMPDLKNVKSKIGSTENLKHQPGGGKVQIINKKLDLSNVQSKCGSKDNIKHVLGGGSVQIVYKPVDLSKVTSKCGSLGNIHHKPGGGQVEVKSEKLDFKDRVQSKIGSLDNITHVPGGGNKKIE
#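 Heparin-induced (20 uM) aggregation of recombinant human K18 P301L tau, 15 uM unlabeled with 0.24 uM labeled, pH 7 acetate buffer, 6 hr at 37 C with compound. Fibrils quantified by 30 uM ThT fluorescence after 1 hr ambient incubation.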
# Tau fluor cs = counter-screen for tau fibril formation inhibitors; tau K18 P301L (four-repeat tau fragment) Alexa594 fluorescence, heparin fibrillization; Potency, µM (titrated, usually from 57.7 µM), for inactives: at the top dose activity change, negative = decrease; 0.93% of 280,000 active; AID 1463; note: nearly all actives have a fitted effect of over 55% in size
#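 Human K18 P301L tau (15 uM unlabeled plus 0.24 uM Alexa 594-labeled, final) in 100 mM sodium acetate pH 7 was mixed with compound and 20 uM heparin and incubated 6 hr at 37 C.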
# L3MBTL1 block = inhibitors of human L3MBTL1; 0.66% of 230,000 active; AID 485360; AlphaScreen L3MBTL1–H3K9me1 peptide binding; Potency, µM (series often up to 57.1 µM), inactives show at the top dose activity, negative = inhibition, actives largely listed as inhibitors; note: nearly all actives have a fitted effect of over 60% in size
#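 Read-out is AlphaScreen signal from streptavidin donor and nickel chelate acceptor beads (10 ug/mL final each) bridging L3MBTL1 (50 nM) and biotinylated K9-monomethylated H3(1-15) peptide (75 nM), after 30 min compound exposure at room temperature.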
# Tau fibril FP = tau fibrillization inhibition (FP); K18 P301L tau heparin fibrillization, Alexa594 FP, 6 h; Potency, µM (top dose mostly 57.7 µM), without a hit: top-dose activity, negative = inhibition, actives largely listed as inhibitors; 0.39% of 280,000 active; AID 1468; note: nearly all actives have a fitted effect of over 55% in size
#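 FP of Alexa 594-tau after heparin (20 uM) induction. Substrate: human K18 P301L, 15 uM unlabeled, 0.24 uM labeled. Buffer 100 mM sodium acetate pH 7. 6 hr, 37 C.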
# GLA spleen mod = inhibitors or activators of human alpha-galactosidase in spleen homogenate | P06280 | human spleen homogenate, 4MU-alpha-Gal fluorescence, 40 min | Potency, µM (series often up to 80 µM), without a hit: at the highest dose activity change, negative = inhibition, actives largely listed as inhibitors | 0.008% of 240,000 active | AID 2107;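 note: 0% = enzyme with vehicle and -100% = no enzyme basal signal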
# Target sequence (P06280 32-429 limits assumed): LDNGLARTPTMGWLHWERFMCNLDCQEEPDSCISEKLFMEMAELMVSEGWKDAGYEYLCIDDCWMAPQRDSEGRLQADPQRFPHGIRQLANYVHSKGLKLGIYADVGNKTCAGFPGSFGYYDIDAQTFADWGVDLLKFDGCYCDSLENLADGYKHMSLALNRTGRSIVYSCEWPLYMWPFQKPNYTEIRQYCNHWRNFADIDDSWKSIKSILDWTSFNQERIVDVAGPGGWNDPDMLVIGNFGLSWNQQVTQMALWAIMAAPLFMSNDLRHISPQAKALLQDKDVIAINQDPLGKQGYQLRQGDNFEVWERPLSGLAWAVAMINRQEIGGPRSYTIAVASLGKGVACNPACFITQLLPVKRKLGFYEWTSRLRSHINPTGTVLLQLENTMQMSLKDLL
#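 Spleen homogenate 1 ug + cpd (titration) + 4-MU-alpha-D-galactopyranoside 1 mM; 37C 40 min; 50 mM citrate/phosphate pH 5.0, 0.01% Tween-20; stop pH 10; fluorescence 365/440; AC50 via Hill.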
# TRb-SRC2 inh = disrupts binding of human TR beta to SRC2; P10828; 0.065% of 280,000 active; Potency, µM (titrated, usually from 106 µM), for inactives: at the highest dose activity change, negative = inhibition, usual class: inhibitors; AID 1469; TRbeta-SRC2 peptide binding, fluorescence polarization; receptor liganded with 1 µM T3;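 note: plate controls were bound peptide for no effect and peptide without receptor for full effect; nearly all actives have a fitted effect of over 50% in size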
# Target sequence (P10828 whole entry, looked up): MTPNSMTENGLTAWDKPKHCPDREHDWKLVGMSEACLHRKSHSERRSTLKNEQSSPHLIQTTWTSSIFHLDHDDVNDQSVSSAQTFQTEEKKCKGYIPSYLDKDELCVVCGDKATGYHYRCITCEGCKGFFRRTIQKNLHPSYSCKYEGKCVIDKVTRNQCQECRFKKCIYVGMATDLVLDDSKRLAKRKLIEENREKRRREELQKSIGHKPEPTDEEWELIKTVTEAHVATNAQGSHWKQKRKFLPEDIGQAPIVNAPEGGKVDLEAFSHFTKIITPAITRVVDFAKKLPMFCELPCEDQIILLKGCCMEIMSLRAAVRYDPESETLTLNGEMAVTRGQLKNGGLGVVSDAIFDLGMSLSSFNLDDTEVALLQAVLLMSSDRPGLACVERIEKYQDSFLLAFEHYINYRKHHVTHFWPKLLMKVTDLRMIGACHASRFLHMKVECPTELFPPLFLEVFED
#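 Fluorescence polarization of 20 nM Texas Red SRC2 peptide (20-aa NR interaction domain) bound to 0.6 uM human TRb ligand-binding domain, with 1 uM T3, after 5 hr at ambient temperature; inhibition seen as decreased polarization.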
# ALDH1A1 inh = blocks purified human ALDH1A1 activity. P00352. Purified ALDH1A1, NADH fluorescence, propionaldehyde substrate. Potency, µM (top dose mostly 75.3 µM), for inactives: at the highest dose activity, negative = inhibition, usual class: inhibitors. 7.3% of 220,000 active. AID 1030; active = well fitted inhibition curve with a large enough effect, not every such curve was filed as active; inconclusive = small, poorly fitted or top-dose-only effect, or another doubt; inactive = no such curve, though single readings can be large or run the other way;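 note: plate controls were no enzyme wells and a reference inhibitor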
# * = called active by the depositor; ? = inconclusive; nt = no result given; & = joins results of further samples; [ ] = remark or other dose. Unless noted, calls come from the whole dose curve; as a rule, active = well fitted curve in the direction sought with a large enough effect; inconclusive = small, poorly fitted or top-dose-only effect, or another doubt; inactive = no such curve, though single readings can be large; an effect the other way counts as inactive or inconclusive. Unless noted, % is set by controls: 0 for no effect and ±100 for the full control effect; potency is the fitted concentration of half-maximal effect.
SMILES,TR SRC2 fluor cs,Tau ThT inhib,Tau fluor cs,L3MBTL1 block,Tau fibril FP,GLA spleen mod,TRb-SRC2 inh,ALDH1A1 inh
CC(=O)N1CCc2cc(Br)cc(S(=O)(=O)NCCN3CCCCC3C)c21 (stereo not given),-2%,-12%,-15%,1%,-3%,1%,-2%,4%
Cc1ccc(NC(=O)C2c3ccccc3Oc3ccccc32)c(C)c1,7%,1%,-3%,6%,-8%,-8%,-6%,9%
COc1ccc(S(=O)(=O)N2CCOCC2)cc1NC(=O)CN(C)Cc1c(F)cccc1Cl,-3%,-4%,-15%,-12%,5%,6%,7%,?
O=C1CN(C(=O)c2ccco2)c2ccccc2N1,-3%,-7%,-6%,5%,3%,1%,-3%,-1%
CCOC(=O)N1CCC(NC(=O)Cn2cc3c(n2)CCCCC3)CC1,0%,-5%,-7%,10%,-2%,6%,6%,?
Clc1ccc(C2Nc3ccccc3-n3cccc32)cc1 (stereo not given),0%,-11%,-20%,32%[activator],-7%,-2%,4%,?
CCCCCCn1c(SCC(=O)Nc2cc(C)on2)nc2ccccc2c1=O,-2%,-1%,-6%,9%,-2%,-1%,-2%,9%
O=C(CCC1CCCN(C(=O)C2CCCC2)C1)NCc1ccc(F)c(F)c1 (stereo not given),-1%,4%,-2%,18%,-9%,2%,11%,-3%
O=C(Cn1cc2c(n1)CCCCC2)NCCN1CCOCC1,-1%,3%,0%,8%,6%,-9%,-1%,-2%
COc1ccc(CCNC(=O)CC2Nc3cc(C)c(C)cc3NC2=O)cc1OC (stereo not given),-1%,-11%,-12%,nt,0%,5%,8%,?
CC(O)CNCCCOc1ccc(Cl)cc1C(C)(C)C (stereo not given),-5%,-6%,-6%,-3%,-2%,-14%,-1%,?
Cc1nc(-c2cn[nH]c2-c2ccc(O)cc2O)cs1,2%,9%,15%,-2%,1%,-5%,3%,6%
CC1CN(S(=O)(=O)c2cccc(C(=O)OCC(=O)Nc3ccc4c(c3)OCO4)c2)CC(C)O1 (stereo not given),1%,-7%,-30%,-1%,9%,1%,13%,11µM*
Cc1cccc(-c2cc3c(nn2)-c2ccccc2C3=O)c1,-3%,?,?,nt,2%,0%,-12%,?
COc1ccc(-c2cc(C(F)(F)F)nc(S(C)(=O)=O)n2)cc1,1%&-6%,11%&6%,-2%&1%,nt,1%&1%,5%,-4%&1%,?
NS(=O)(=O)c1cc(C(=O)OCC(=O)Nc2ccccc2[N+](=O)[O-])ccc1Cl,3%,-10%,-17%,-11%,12%,4%,2%,?
COc1ccc(-c2oc3ncn4nc(COc5c(C)cccc5C)nc4c3c2-c2ccc(OC)cc2)cc1,2%,-9%,-23%,nt,-13%,nt,-1%,nt
CCCCCCCCCCCCC/C=C/[C@@H](O)[C@@H](N)CO,?,?,-11%&-9%&-7%&-12%,24%,6%&-2%&-3%&-1%,?,2%&-3%&-9%&3%,-10%&-7%&12%&11%
CCNC(=O)C/C(C)=N/NC(=O)C12CC3CC(CC(C3)C1)C2,1%,-16%,-5%,-3%,?,-2%,-12%,4µM*
CC(CNS(=O)(=O)c1ccc(Br)cc1)CN(C)C (stereo not given),-2%,-5%,-11%,5%,-4%,-5%,6%,nt
Cc1cc(OCC(=O)Nc2c(C(=O)c3ccccc3)oc3ccccc23)cc(C)c1Cl,-5%,-13%,-22%,nt,-5%,nt,1%,nt
CCCCNC(=O)Cn1nc([N+](=O)[O-])c([N+](=O)[O-])c1C,1%,0%,2%,3%,2%,2%,0%,7%
CC(C)Cc1nnc(NC(=O)CCC(=O)N2CCOCC2)s1,2%,4%,-1%,-8%,-2%,12%,-3%,0%
CC(=O)c1ccc(C(C)(C)c2ccc(C(C)=O)s2)s1,-4%,-1%,-11%,2%,3%,-7%,0%,-8%
O=C(/C=N/O)Nc1ccc(F)cc1,2%,-9%,0%,3%,5%,-6%,5%,8%

# Next part:
SMILES,TR SRC2 fluor cs,Tau ThT inhib,Tau fluor cs,L3MBTL1 block,Tau fibril FP,GLA spleen mod,TRb-SRC2 inh,ALDH1A1 inh
Cc1ccc(C(=O)CSc2nnc(N)s2)c(C)c1,-1%,0%,1%,4%,7%,-4%,-5%,-2%
O=S(=O)(c1ccc(F)c(F)c1F)N1CCN(C(=S)NC2CC3CCC2C3)CC1 (stereo not given),0%,11%,-8%,11%,-9%,-1%,-1%,9%
COc1cccc(NC(=O)C2CCC(CNS(=O)(=O)c3csc(C(N)=O)c3)CC2)c1 (stereo not given),1%,2%,-16%,nt,-14%,nt,3%,nt
Cc1ccc(NC(=O)Cc2noc3ccccc23)nc1,-3%,0%,2%,-8%,2%,-1%,-8%,6%
Cc1cc(/C=C(\C#N)C(=O)NCc2cccs2)c(C)n1-c1ccccc1F,0%,?,-25%,-11%,-3%,-1%,-3%,?
COc1cccc(C2CC(=O)Nc3cc(OC)c(OC)c(OC)c32)c1OC (stereo not given),-1%,-11%,-8%,3%,-2%,-2%,-2%,4%
O=C(Nc1ccc(Cc2ccncc2)cc1)c1cccc([N+](=O)[O-])c1,-1%,-5%,-9%,-8%,-4%,8%,7%,7%
CCN(CC)CCN1C(=O)c2oc3ccc(F)cc3c(=O)c2C1c1ccncc1 (stereo not given),2%,-8%,-2%,nt,5%,8%,2%,nt
C=CCc1ccc2oc(C(=O)OCC)cc(=O)c2c1O,-1%,-10%,-15%,-20%,-3%,5%,1%,-3%
CC(C)(C)NC(=O)NC(=O)COC(=O)c1cc(=O)[nH]c2ccccc12,2%,-6%,-3%,nt,0%,1%,-5%,-3%
Nc1ccc([N+](=O)[O-])cc1O,-5%[201 µM],nt,nt,nt,nt,8%,-2%[201 µM],-4%
O=Cc1c(N2CCSCC2)nc2ccccn2c1=O,-3%,5%,8%,-4%,0%,1%,0%,nt
Cn1c(=O)[nH]c(=O)c2c1nc(N1CCOCC1)n2CCCSc1ncccn1,-3%,7%,12%,-1%,6%,3%,4%,1%
CNc1nc(-c2ccccc2OC)nc2ccccc12,-5%,-8%,-8%,nt,-6%,6%,7%,?
Cc1ccc(NC(=O)CN2C(=O)S/C(=C\c3ccccn3)C2=O)cc1,0%,4%,-2%,14%,-4%,-6%,-6%,-2%
CCO[C@@H]1OC(C(N)=O)=C[C@H](c2ccc(C(F)(F)F)cc2)[C@H]1CCCO,-3%,-3%,-13%,-4%,-1%,12%,-2%,-13%
Cn1c(=O)c2cc3ccc(Cl)cc3nc2n(C)c1=O,1%,-12%,-15%,0%,-6%,6%,9%,nt
COC(=O)C1CSC(C(=O)OC)N1C(=O)CN1CC(C)OC(C)C1 (stereo not given),-3%,-15%,-8%,4%,5%,-7%,-7%,8%
Cc1nn(C)cc1CNC(=O)Nc1ccc(Br)cc1Cl,-1%,-4%,-8%,-2%,3%,12%,-12%,3%
Cc1nc2cc(O)ccc2n1C,-2%,-8%,-7%,11%,-14%,-2%,-8%,2%

# Rewritten with two lines to a compound: 14 of the compounds above.
# Fields – TR SRC2 fluor cs, Tau ThT inhib, Tau fluor cs, L3MBTL1 block, Tau fibril FP, GLA spleen mod, TRb-SRC2 inh, ALDH1A1 inh
> COc1cccc(NC(=O)C2CCC(CNS(=O)(=O)c3csc(C(N)=O)c3)CC2)c1 (stereo not given)
    1%, 2%, -16%, nt, -14%, nt, 3%, nt
> Cc1ccc(NC(=O)Cc2noc3ccccc23)nc1
    -3%, 0%, 2%, -8%, 2%, -1%, -8%, 6%
> Cc1cc(/C=C(\C#N)C(=O)NCc2cccs2)c(C)n1-c1ccccc1F
    0%, ?, -25%, -11%, -3%, -1%, -3%, ?
> COc1cccc(C2CC(=O)Nc3cc(OC)c(OC)c(OC)c32)c1OC (stereo not given)
    -1%, -11%, -8%, 3%, -2%, -2%, -2%, 4%
> O=C(Nc1ccc(Cc2ccncc2)cc1)c1cccc([N+](=O)[O-])c1
    -1%, -5%, -9%, -8%, -4%, 8%, 7%, 7%
> CCN(CC)CCN1C(=O)c2oc3ccc(F)cc3c(=O)c2C1c1ccncc1 (stereo not given)
    2%, -8%, -2%, nt, 5%, 8%, 2%, nt
> C=CCc1ccc2oc(C(=O)OCC)cc(=O)c2c1O
    -1%, -10%, -15%, -20%, -3%, 5%, 1%, -3%
> CC(C)(C)NC(=O)NC(=O)COC(=O)c1cc(=O)[nH]c2ccccc12
    2%, -6%, -3%, nt, 0%, 1%, -5%, -3%
> Nc1ccc([N+](=O)[O-])cc1O
    -5%[201 µM], nt, nt, nt, nt, 8%, -2%[201 µM], -4%
> O=Cc1c(N2CCSCC2)nc2ccccn2c1=O
    -3%, 5%, 8%, -4%, 0%, 1%, 0%, nt
> Cn1c(=O)[nH]c(=O)c2c1nc(N1CCOCC1)n2CCCSc1ncccn1
    -3%, 7%, 12%, -1%, 6%, 3%, 4%, 1%
> CNc1nc(-c2ccccc2OC)nc2ccccc12
    -5%, -8%, -8%, nt, -6%, 6%, 7%, ?
> Cc1ccc(NC(=O)CN2C(=O)S/C(=C\c3ccccn3)C2=O)cc1
    0%, 4%, -2%, 14%, -4%, -6%, -6%, -2%
> CCO[C@@H]1OC(C(N)=O)=C[C@H](c2ccc(C(F)(F)F)cc2)[C@H]1CCCO
    -3%, -3%, -13%, -4%, -1%, 12%, -2%, -13%

# An unsorted share of the library, and some 8.5% of all compounds hit somewhere here.
